# Screening results as filed in PubChem BioAssay.
# thrombin 1536 – thrombin (human) inhibition. inhibition, % at 5 µM. AID 1046. alpha-thrombin, Boc-VPR-AMC fluorogenic substrate cleavage. P00734. 0.26% of 220,000 active;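 active = inhibition at or above 40%; inactive = inhibition below 40%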;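 also: 0% = enzyme with no compound and 100% = wells without enzyme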
#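 System: Human alpha-thrombin protein | Medium: pH 7.5 Tris (50 mM) with NaCl 150 mM, Tween 20 0.05% | Times: Enzyme reaction carried out at room temperature | Detection: AMC fluorescence, 355/460 nm | Evaluation: Percent inhibition scaled between no-compound controls and no-enzyme blanks | Benchmarks: Enzyme without compound as high, wells lacking enzyme as low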
# KCC2 mod – KCC2 (human) Cl- transport modulation | KCC2 cells, thallium flux FluoZin-2 fluorescence | AID 1456 | Q9H2X9 | 2.2% of 190,000 active | B-score of Tl+ flux slope (higher = more flux/activation; lower = inhibition) at 10 µM;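 active = thallium flux slope and its plate-corrected score both differing from the plate sample mean at a set confidence after two filtering rounds, in either direction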;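 also: slope of fluorescence scaled to starting intensity during 10 to 20 s after thallium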
# hK5 inh – blocks human kallikrein 5 protease activity; Q9Y337; recombinant hK5, fluorogenic AMC substrate cleavage; inhibition, % at 5 µM; 0.59% of 210,000 active;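 active = inhibition of 40% or more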;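 also: 0% = enzyme controls without compound and 100% = no-enzyme blanks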
# Rad51 HR inh – Rad51 (human) homologous recombination inhibition. inhibition, % at 10 µM. hRad51 DNA strand exchange, fluorescence dequenching. Q06609. 0.085% of 200,000 active;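 active = inhibition above 40% at the single screening dose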;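 also: 0% = DMSO control wells and 100% = blanks with heterologous ssDNA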
# Target sequence (Q06609 whole entry, looked up): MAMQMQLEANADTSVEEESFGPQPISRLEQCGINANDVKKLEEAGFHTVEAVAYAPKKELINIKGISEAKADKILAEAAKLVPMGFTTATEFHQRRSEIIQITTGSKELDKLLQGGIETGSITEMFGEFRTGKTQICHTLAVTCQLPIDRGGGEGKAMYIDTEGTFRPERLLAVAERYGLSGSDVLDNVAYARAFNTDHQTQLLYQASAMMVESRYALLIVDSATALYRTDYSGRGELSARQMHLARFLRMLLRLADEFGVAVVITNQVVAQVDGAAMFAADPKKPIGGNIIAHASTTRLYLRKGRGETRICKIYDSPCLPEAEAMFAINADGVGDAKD
#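 System: hRad51 filaments on single-stranded DNA; reagent: Fluorescein- and BHQ1-tagged 47-mer duplex; compound dosing: one concentration, 10 µM final; timing: filaments 15 min 37 °C, then compound 30 min; measured by: fluorescein emission 520 nm, excitation 485 nm; benchmarks: per-plate controls and blanks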
# FXIIa inh – factor XIIa (human) inhibition; purified FXIIa, Boc-QGR-AMC fluorogenic substrate, 2 h; inhibition, % at 5 µM; 0.3% of 220,000 active; AID 800; in the data active = inhibition above about 40%;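 also: 0% = enzyme with no compound and 100% = blank without enzyme; many of its hits are not listed in these tables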
# Target sequence (P00748 20-372 limits assumed): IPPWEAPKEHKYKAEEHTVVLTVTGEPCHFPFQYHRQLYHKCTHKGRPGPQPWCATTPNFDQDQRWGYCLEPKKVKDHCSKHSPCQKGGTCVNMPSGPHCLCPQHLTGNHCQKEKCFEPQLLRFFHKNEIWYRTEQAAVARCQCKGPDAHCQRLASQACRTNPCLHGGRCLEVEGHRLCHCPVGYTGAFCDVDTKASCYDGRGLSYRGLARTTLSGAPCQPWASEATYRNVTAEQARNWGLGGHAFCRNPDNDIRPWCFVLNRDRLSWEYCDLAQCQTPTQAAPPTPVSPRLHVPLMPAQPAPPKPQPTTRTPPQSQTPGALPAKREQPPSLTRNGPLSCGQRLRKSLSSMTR
# Target sequence (P00748 373-615 limits assumed): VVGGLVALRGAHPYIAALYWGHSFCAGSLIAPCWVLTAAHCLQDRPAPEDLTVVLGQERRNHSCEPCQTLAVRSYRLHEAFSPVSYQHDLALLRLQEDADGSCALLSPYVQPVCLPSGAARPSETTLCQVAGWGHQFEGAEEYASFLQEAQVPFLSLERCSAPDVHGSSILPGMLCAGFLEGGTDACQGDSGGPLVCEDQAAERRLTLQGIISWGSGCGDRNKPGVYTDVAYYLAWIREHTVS
# FXIa inh – inhibitors of human coagulation factor XIa | AID 798 | 0.14% of 220,000 active | inhibition, % at 5 µM | purified FXIa, Boc-Glu-Ala-Arg-AMC fluorogenic substrate | P03951;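 active = inhibition of at least 40%; inactive = inhibition below 40%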;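 also: fluorescence of freed AMC excited at 355 nm; 0% = enzyme without compound and 100% = no enzyme blank; many of its hits are not listed in these tables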
# Hck Nef HTS – inhibitors of human Hck kinase activated by Nef. P08631. Recombinant Hck-YEEI plus Nef, Z-Lyte FRET kinase assay. inhibition, % at 20 µM. 0.68% of 220,000 active;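 active = Hck-Nef kinase inhibition above about 50%, limit read from the data; inactive = inhibition below that limit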;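 also: 0% = DMSO with Hck plus Nef and 100% = Hck alone without Nef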
# zVAD death inh – L929 zVAD cell death inhibition. L929 zVAD necroptosis rescue, ATP luminescence, 24 h; with zVAD 60 µM. viability rescue, % at 10 µM. 0.38% of 220,000 active;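 active = activation, scaled between plate controls, above about 75%, limit read from the data; inactive = activation under that limit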;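 also: 0% = zVAD with DMSO and 100% = DMSO alone without zVAD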
# TNF death inh – blocks TNF-alpha induced death of Jurkat FADD-/- cells; Jurkat FADD-/- TNF necroptosis rescue, ATP luminescence, 24 h; 0 = TNF only, 100 = no-TNF cells; activation (protection from cell death), % at 10 µM; 0.068% of 220,000 active;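 active = activation, meaning protection from cell death, of at least 50% relative to plate controls; inactive = activation below 50%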;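 also: necroptosis triggered by 40 ng/mL TNF-alpha added together with compound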
# The depositor's hits bear a star; x = no result given. An excerpt, so the mix of outcomes need not match the whole.
No.	compound	thrombin 1536	KCC2 mod	hK5 inh	Rad51 HR inh	FXIIa inh	FXIa inh	Hck Nef HTS	zVAD death inh	TNF death inh
1	CC1CC(OP(O)(=S)c2ccc(N(C)C)cc2NC(=O)c2cccs2)CC(C)(C)C1 (centres undefined)	-0.5	0.541	5.7	1.2	4.8	4.5	34.4	1.9	-1.3
2	Cc1cccc(N2C(=O)CC(=O)NC2=O)c1	-4.4	0.957	-8.4	6.3	1.2	-0.9	11.4	0.3	-1.2
3	Cc1ccc(C(C)C)c(OCC(=O)N2CCN(Cc3nc4cc([N+](=O)[O-])ccc4n3C)CC2)c1	17.7	-3.09	19.8	-5.9	18.9	14.8	-0.9	-0.2	-0.7
4	CN1CCN(c2ncnc3c2cnn3C)CC1	-4.7	-0.0422	2.3	-11.5	5.4	0.6	-10.3	-0.5	1.4
5	NCCc1ccc(S(N)(=O)=O)cc1	-10.6	0.778	-1.6	1.5	8.2	-5.2	22.1	0.9	0.0
6	O=C1CC(N2CC=C(c3ccc(F)cc3)CC2)C(=O)N1c1ccc(F)cc1 (centres undefined)	3.2	0.00162	-16.3	-5.7	16.9	3.2	-1.5	0.7	0.8
7	CCOC(=O)c1cccc([P+](=O)O)c1	0.8	0.878	-17.6	5.7	12.4	-0.6	1.0	0.7	-1.5
8	Cc1c2cnn(CC(=O)N3CCC4(CC3)OCCO4)c(=O)c2c(C)n1Cc1ccc(F)cc1	-0.3	0.0223	-11.1	-2.3	9.9	1.5	-0.3	1.2	-0.7
9	O=C(c1cc(-c2ccncc2)nc2ccccc12)N1CCC2(CC1)OCCO2	3.5	-0.0149	6.3	x	1.3	2.6	0.4	0.3	-2.6
10	Cc1ccc(-n2c(O)c(C=Nc3ccc(S(=O)(=O)N(C)C)cc3)c(=O)[nH]c2=O)cc1	5.5	-0.15	-7.5	-4.1	15.1	-6.0	8.6	-0.2	-3.5
11	O=C1CC(c2cccnc2)=NN1c1ccccc1	-1.0	0.22	-3.0	-5.3	7.3	-1.8	16.2	0.2	0.5
12	O=C(Nc1cccc(OC(=O)N2CCCCC2)c1)N1CCCCC1	-5.5	x	-5.0	-3.8	-18.9	-1.4	1.7	1.2	-0.9
13	COc1ccccc1C1C([N+](=O)[O-])=C(N)Oc2c1c(=O)oc1ccccc21 (centres undefined)	-5.8	-1.12	0.4	-15.8	-3.7	-1.7	11.4	2.0	2.2
14	O=C(c1ccccc1)C1NC1c1ccccc1 (centres undefined)	-2.3	0.761	3.4	29.9	4.8	7.9	7.0	0.0	1.7
15	CN1C(=O)CC(c2ccccc2)Nc2ccccc21 (centres undefined)	-8.1	1.35	-5.0	-7.7	0.2	-5.4	17.8	0.0	-2.3
16	O=C1C2CCCN2C(c2cccnc2)N1c1ccc(Cl)c(Cl)c1 (centres undefined)	-7.6	x	3.3	0.7	4.2	1.7	-0.6	-0.5	1.5
17	c1ccc2c(CN3CCCCCCC3)c[nH]c2c1	-3.2	x	-10.3	x	-0.6	-8.2	0.8	1.1	-10.1
18	COc1ccc(CCn2c(O)c(C=Nc3ccc(NC(C)=O)cc3)c(=O)[nH]c2=O)cc1OC	0.4	-0.701	1.9	x	12.1	3.0	-13.1	0.0	-2.6
19	COc1ccc(-n2c(Cc3cccc([N+](=O)[O-])c3)nc3ccccc3c2=O)cc1	-5.7	-0.369	-10.9	-5.9	10.0	5.2	3.3	0.2	1.2
20	C=CCn1c(O)c(C(CC)=Nc2ccc3c(c2)CCC3)c(=O)[nH]c1=O	-5.3	-0.34	2.1	x	9.0	2.3	22.9	0.3	-3.2
21	Cc1ccc2nsnc2c1-n1c(C)nc2ccccc2c1=O	-0.1	0.0858	2.1	-4.5	17.7	8.5	1.0	0.3	-3.0
22	CON(C)C(=O)Nc1ccc(Cl)cc1	17.4	x	-13.2	-7.5	6.0	7.9	14.0	0.5	-1.4
23	COC(=O)[C@H]1C[C@@H]1[C@H](NP(=O)(c1ccccc1)c1ccccc1)c1ccccc1	2.2	0.0159	-5.7	0.0	14.5	2.6	-1.6	-0.9	-0.3
24	O=C(O)C1CSC(c2cccnc2)N1 (centres undefined)	2.4	1.69	1.8	-1.3	4.2	5.9	1.7	2.3	-0.4
25	Cc1ccc2c(c1)CC1(CN2C)C(=O)NC(=O)N(CCC2=CCCCC2)C1=O (centres undefined)	-4.4	0.0733	11.8	13.2	-1.7	-1.9	-1.1	-0.3	-4.1
26	CC(=O)c1cn(CCCOc2ccccc2)c2ccccc12	-10.6	x	0.2	1.7	8.7	-3.0	22.0	1.8	-1.5
27	CCn1c(O)c(C=NCCc2c[nH]c3ccccc23)c(=O)[nH]c1=O	0.9	0.0157	-23.8	1.9	7.2	-11.0	1.7	0.0	-1.7
28	CC(O)(CS(=O)(=O)c1ccccc1)C(=O)Nc1cccc(C(F)(F)F)c1 (centres undefined)	2.6	x	-13.5	4.5	14.2	0.3	0.4	0.5	-0.4
29	Cc1ccccc1Cc1c(C)nc2nc(SCC(=O)N3CCC4(CC3)OCCO4)nn2c1C	-2.0	2.57	-3.6	-9.5	19.8	-1.4	4.3	0.2	0.3
30	CC(C)OP(=O)(O)NC(=O)c1ccccc1	-0.3	0.0919	-8.4	19.3	4.0	8.3	19.9	1.5	0.3
31	CCOP(=O)(OCC)C(NC(C)=O)C(Cl)(Cl)Cl (centres undefined)	-3.8	0.83	5.2	-12.4	-9.7	-12.5	1.8	0.4	0.4
32	CCC(=NC1CC1)c1c(O)n(-c2ccc(OC)cc2)c(=O)[nH]c1=O	23.9	0.12	34.1	-3.7	21.1	19.0	0.6	0.0	-1.7
33	O=C(O)C1C2CCC(O2)C1C(=O)NC1CCCCC1 (centres undefined)	17.3	0.366	17.9	8.3	17.2	0.6	-2.2	1.3	1.4
34	Cn1c(O)c(C=Nc2ccc(Cl)cc2)c(=O)n(C)c1=O	4.7	x	-14.2	x	33.4	20.2	0.3	0.5	-1.6
35	CCC(=O)c1cn(Cc2ccccc2)c2ccccc12	-4.8	-0.626	5.7	-3.8	7.5	0.6	25.0	3.9	0.3
36	COc1cc(OC)c(OC)cc1/C=C1/C(=O)NC(=O)N(Cc2ccccc2)C1=O	2.1	-0.131	4.5	-28.7	6.8	12.8	11.9	0.5	0.5
37	Cc1ccc2c(c1)C1CN(C)CCC1N2C(=O)/C(C#N)=C/c1ccc2c(c1)OCO2 (centres undefined)	-2.3	0.272	2.0	-11.7	14.8	2.8	7.2	-1.4	-6.4
38	NC(N)=N/N=C/c1ccc(N2CCOCC2)cc1	-4.6	-0.0134	-9.2	-43.1	1.5	-4.4	3.3	0.6	-2.3
39	CCn1c(O)c(C=NCc2ccccc2)c(=O)[nH]c1=S	6.2	0.0543	-5.5	15.0	4.2	-2.8	21.0	1.4	-0.4
40	Fc1ccc(CNCCc2ccccc2F)cc1	-0.9	0.0243	-6.4	6.2	9.2	11.6	5.8	0.3	3.9
41	CCCCn1c(=O)c(C=Nc2cccnc2Cl)c(O)n(CCCCl)c1=O	22.3	-1.69	28.3	-6.4	16.2	7.7	-1.4	x	-2.9
42	CC/C(=N\N1CCCCCC1)c1c(O)n(-c2ccccc2C)c(=O)[nH]c1=O	-7.6	1.43	1.3	0.7	10.2	-2.2	1.5	-0.1	-1.2
43	O=c1[nH]c(CN2CC=C(c3ccccc3)CC2)nc2scc(-c3cccs3)c12	-9.1	0.0687	-2.9	x	-0.4	-1.4	16.2	0.7	5.1
44	CCCCCCn1c(O)c(C=NC2CCN(Cc3ccccc3)CC2)c(=O)[nH]c1=O	-4.8	x	-7.1	3.1	3.6	-2.0	-1.6	0.7	-8.9
45	CCCCNC(=S)N1CCn2cccc2C1c1cccnc1 (centres undefined)	-5.7	0.112	-4.3	2.1	5.2	-2.9	16.4	0.5	1.2
46	O=C(NCc1cccnc1)C(Cl)(Cl)Cl	-4.4	0.689	-16.0	x	8.3	0.5	4.4	4.8	31.0
47	CN1C(=O)NC(=O)[C@]2(Cc3ccccc3N3CCN(c4ccccc4)CC32)C1=O (some centres undefined)	3.6	-0.55	-19.7	-1.3	20.3	2.7	0.3	-0.1	-0.8
48	OC(c1ccc(F)cc1)C(c1ccccc1)N1CCOCC1 (centres undefined)	4.7	-0.00462	-10.1	-1.2	11.4	4.2	1.5	0.7	0.5
49	CN1C(=O)C(=Cc2cc([N+](=O)[O-])ccc2N2CCCCC2)C(=O)N(C)C1=O	3.0	1.35	-9.1	-1.5	2.2	-8.6	-17.2	1.4	1.1
50	CCNC(=O)C1OC(n2cnc3c(N)ncnc32)C(O)C1O (centres undefined)	x	x	x	4.0	x	x	3.8	0.7	-2.6

# Continued:
No.	compound	thrombin 1536	KCC2 mod	hK5 inh	Rad51 HR inh	FXIIa inh	FXIa inh	Hck Nef HTS	zVAD death inh	TNF death inh
51	N#CCCn1cc(C(=O)NCc2ccccc2)c(-c2ccccc2)n1	-0.6	0.393	4.0	5.0	10.3	0.0	15.2	0.6	0.0
52	O=c1[nH]c(=O)n(C2CCCCC2)c(O)c1/C=N/N1CCCCC1c1cccnc1 (centres undefined)	-3.1	-0.335	0.7	1.6	-1.9	-3.8	23.7	0.8	6.7
53	Cc1nn(-c2ccccc2)c2c1C(c1ccc3c(c1)OCO3)SCC(=O)N2 (centres undefined)	0.2	x	1.4	-4.6	14.8	7.0	2.8	-0.5	-0.5
54	O=[As](O)(O)c1ccc(N=Nc2ccc(O)cc2)cc1	-0.8	0.663	-1.6	-2.7	11.0	7.9	8.2	0.4	-0.4
55	COc1ccccc1OCCCn1cc(C(=O)c2ccco2)c2ccccc21	-6.0	-1.52	-13.6	-2.1	6.6	-3.7	-0.3	0.1	-0.4
56	CCC(=NCCCN1CCOCC1)c1c(O)n(-c2ccccc2C)c(=O)[nH]c1=O	-3.0	0.448	0.6	22.4	6.5	1.8	-22.8	0.4	2.2
57	CCOP(=O)(OCC)C(NC(=O)Cc1ccccc1)C(Cl)(Cl)Cl (centres undefined)	-6.8	1.19	-3.4	-4.9	2.5	-2.4	21.0	0.1	0.5
58	O=P(NCc1ccccc1)(Oc1ccccc1)Oc1ccccc1	-8.9	-1.04	-0.2	-0.8	12.8	4.8	1.8	-0.2	1.9
59	O=c1c2ccccc2nc(N2CCCC2)n1-c1ccccc1	5.9	x	-3.6	-1.6	13.3	5.0	7.1	1.0	-0.4
60	c1cncc(C2CC(c3cccs3)n3ncnc3N2)c1 (centres undefined)	5.3	0.716	1.2	5.5	17.3	6.5	-3.8	3.2	1.5
61	COc1ccc(C2NCc3ccc4c(c3-n3cccc32)OCO4)cc1O (centres undefined)	-2.0	0.397	-15.2	3.7	10.4	7.3	-1.4	0.6	-8.3

# One compound at a time, from the list above. Order of screens: thrombin 1536	KCC2 mod	hK5 inh	Rad51 HR inh	FXIIa inh	FXIa inh	Hck Nef HTS	zVAD death inh	TNF death inh
# O=[As](O)(O)c1ccc(N=Nc2ccc(O)cc2)cc1 is entered as -0.8	0.663	-1.6	-2.7	11.0	7.9	8.2	0.4	-0.4
# O=c1c2ccccc2nc(N2CCCC2)n1-c1ccccc1 is entered as 5.9	x	-3.6	-1.6	13.3	5.0	7.1	1.0	-0.4
# CCC(=NCCCN1CCOCC1)c1c(O)n(-c2ccccc2C)c(=O)[nH]c1=O is entered as -3.0	0.448	0.6	22.4	6.5	1.8	-22.8	0.4	2.2
